Source: PubChem
TrxR1 substrate – is turned over as a substrate by rat TrxR1. 0.01% of 390,000 active. Potency, µM (titrated, usually from 114 µM), without a hit: top-dose activity change, negative = substrate turnover. AID 588456. purified TrxR1 substrate turnover, NADPH consumption readout. O89049; further: potency means the concentration at half of the fitted maximal effect; on the % scale 0 is the no-effect control and ±100 the full control effect; nearly all actives have a fitted effect of over 50% in size
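Rat TrxR1, dispensed at 90 nM, was prereduced with 400 uM NADPH (final) for 5 min at ~22 deg C, then incubated with compound 15 min before 400 uM selenite. A first-read NADPH fluorescence drop versus no-compound background flagged substrates.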
Vif-A3G inh – Vif-A3G binding inhibition | HeLa A3G-eYFP + Vif (tagged APOBEC3G with the HIV-1 protein that degrades it), YFP fluorescence, overnight | Potency, µM (titrated, usually from 46.1 µM), for the others: at the highest dose activity, negative = active, most hits filed as inhibitors | 0.076% of 410,000 active;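 further: potency means the concentration at half of the fitted maximal effect; on the % scale 0 is the no-effect control and ±100 the full control effect; nearly all actives have a fitted effect of over 60% in size; hits raise eYFP signal because A3G escapes Vif-driven loss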
Target sequence (Q9HC16 whole entry, looked up): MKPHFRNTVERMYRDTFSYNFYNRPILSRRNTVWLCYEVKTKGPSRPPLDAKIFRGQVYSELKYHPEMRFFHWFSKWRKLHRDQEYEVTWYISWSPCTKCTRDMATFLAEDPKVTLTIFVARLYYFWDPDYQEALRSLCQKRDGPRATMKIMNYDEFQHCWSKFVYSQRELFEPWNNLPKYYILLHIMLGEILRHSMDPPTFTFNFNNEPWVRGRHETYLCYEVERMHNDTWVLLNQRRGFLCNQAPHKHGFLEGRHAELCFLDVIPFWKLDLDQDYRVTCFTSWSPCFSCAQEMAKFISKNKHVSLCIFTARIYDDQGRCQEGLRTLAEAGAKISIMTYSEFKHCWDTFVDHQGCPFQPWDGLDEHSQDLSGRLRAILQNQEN
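HeLa cells stably expressing Vif and C-terminally eYFP-tagged A3G, seeded overnight at 37 deg C, then exposed to compound by pintool overnight at 37 deg C. Rise in yellow fluorescence (Ex 488/Em 500-530, Acumen) marks blocked Vif-driven A3G degradation.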
Vif-APOBEC3F blk – inhibitors of Vif-A3F interaction; HeLa A3F-eYFP + Vif (tagged APOBEC3F with the HIV-1 protein that degrades it), YFP fluorescence increase; Potency, µM (highest dose often 46.1 µM), for the others: top-dose activity, negative = active; 0.2% of 390,000 active; AID 602313; further: potency means the concentration at half of the fitted maximal effect; % of control where 0% means no effect; nearly all actives have a fitted effect of over 65% in size
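Fluorescence increase (Ex 488/Em 500-530) after overnight compound treatment at 37 deg C flags inhibition of Vif-driven A3F-eYFP loss in stable HeLa A3F-eYFP/Vif cells seeded overnight beforehand.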
Glioma ERSR ind – inducers of ER stress response in human glioma cells | 0.02% of 420,000 active | U87-MG GRP78 promoter luciferase reporter, 16 h | AID 602332 | Potency, µM, without a hit: at the top dose activation, most hits filed as activators; further: potency means the concentration at half of the fitted maximal effect; series mostly up to about 76 µM; % of control where 0% means no effect; nearly all actives have a fitted effect of over 35% in size
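Stably transfected U87-MG glioma cells carrying a GRP78-based luciferase sensor; 16 h compound incubation. Luminescence end-point read 10 min after Bright-Glo addition at room temperature.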
USP1 inh – blocks the human USP1/UAF1 deubiquitinase complex | Potency, µM (series often up to 57.1 µM), for the others: at the highest dose activity change, negative = inhibition, actives largely listed as inhibitors | O94782 | 0.23% of 390,000 active | AID 743255 | recombinant USP1/UAF1, Ub-Rhodamine cleavage fluorescence; further: potency means the concentration at half of the fitted maximal effect; on the % scale 0 is the no-effect control and ±100 the full control effect; nearly all actives have a fitted effect of over 60% in size; inactives centre near -12
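In this screen, compounds sit with the deubiquitinase complex (1nM) for 15 min at room temperature before Ub-Rho is added at 150nM final. Fluorescence rise is then followed for 6 reads every 60 seconds.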
RXFP1 agonist – RXFP1 (human) receptor agonism; Potency, µM (top dose mostly 57.5 µM), inactives show top-dose activation, usual class: activators; AID 2676; Q9HBX9; 0.3% of 370,000 active; HEK293T-RXFP1 cAMP TR-FRET, 30 min; response scale: percent of porcine relaxin response, buffer zero; further: potency means the concentration at half of the fitted maximal effect; on the % scale 0 is the no-effect control and ±100 the full control effect; nearly all actives have a fitted effect of over 60% in size; many of its hits are not listed in these tables
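HEK293T cells stably expressing RXFP1 were pretreated with the PDE4 inhibitor Ro 20174, exposed to compounds for 30 min at 37C, lysed, and cAMP was read by TR-FRET. Data normalized to buffer (basal) and 29 nM porcine relaxin (100%).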
LDHA inh – inhibitors of human lactate dehydrogenase A; 0.15% of 480,000 active; activity change, % (values are at about 110 or 230 µM); purified LDHA, NADH/diaphorase-resazurin fluorescence; hits give low values; in the data active means activity change below about -30%; inconclusive means mostly about -25% to -30%;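 further: plate controls were DMSO wells for no effect and wells without enzyme for full effect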
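Human LDH5 at 2 nM final in Tris HCl pH 7.4 with 0.06 mM NADH and 0.2 mM pyruvate, reacted 5 minutes at room temperature. Remaining NADH coupled via diaphorase/resazurin; resorufin fluorescence read at 0 and 20 minutes, normalized to enzyme-free and DMSO wells.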
IDH1 R132H inh – human IDH1 R132H inhibition | O75874 | IDH1-R132H enzyme, NADPH consumption, diaphorase/resazurin fluorescence | Potency, µM (series often up to 76.6 µM), without a hit: at the top dose activity change, negative = inhibition, hits mostly inhibitors | 0.093% of 390,000 active; further: potency means the concentration at half of the fitted maximal effect; on the % scale 0 is the no-effect control and ±100 the full control effect; nearly all actives have a fitted effect of over 65% in size
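IDH1-R132H (0.5 ug/mL dispensed) in pH 7.5 Tris buffer was preincubated 30 min with compound, then given a substrate mix of 0.016 mM NADPH and 2 mM alpha-KG for 80 min at room temperature; remaining NADPH was read by diaphorase/resazurin fluorescence.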
PI4K2A block – PI4K2A (human) kinase inhibition; Q9BTU6; purified PI4K2A, ADP-Glo luminescence, 1 h; hits give low values; activity change, negative = inhibition, % at 76.9 µM; 0.13% of 420,000 active; in the data active means activity change below about -50%; inconclusive means mostly about -30% to -49%;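 further: -100% = wells without enzyme as full effect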
Target sequence (Q9BTU6 whole entry, looked up): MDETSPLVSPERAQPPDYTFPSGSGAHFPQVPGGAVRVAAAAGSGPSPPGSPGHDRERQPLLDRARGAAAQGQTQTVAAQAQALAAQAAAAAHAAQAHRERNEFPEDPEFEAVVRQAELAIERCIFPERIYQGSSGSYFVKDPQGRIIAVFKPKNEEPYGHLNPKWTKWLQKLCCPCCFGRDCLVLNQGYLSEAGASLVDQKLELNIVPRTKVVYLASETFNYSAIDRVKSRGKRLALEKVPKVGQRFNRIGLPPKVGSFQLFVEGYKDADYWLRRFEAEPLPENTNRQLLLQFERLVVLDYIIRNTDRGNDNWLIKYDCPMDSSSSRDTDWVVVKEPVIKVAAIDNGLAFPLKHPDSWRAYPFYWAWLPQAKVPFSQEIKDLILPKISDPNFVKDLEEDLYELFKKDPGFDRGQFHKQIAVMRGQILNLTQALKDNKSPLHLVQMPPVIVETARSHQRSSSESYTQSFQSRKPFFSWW
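In this quantitative HTS, ADP production by PI4K2A was quantified luminescently after 1 h at ambient temperature; 100 microM adenosine served as plate-quality control.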
Active calls of the source: *; ? = inconclusive; . = not tested or not shown; & = joins results of further samples; [ ] = remark or other dose. Unless noted, the call rests on the fitted dose curve; in most records, active means well fitted curve in the direction sought with a large enough effect; inconclusive means small, poorly fitted or top-dose-only effect, or another doubt; inactive means no such curve, though single readings can be large; an effect the other way counts as inactive or inconclusive. An excerpt; the hit share may differ from the screen's.

SMILES	TrxR1 substrate	Vif-A3G inh	Vif-APOBEC3F blk	Glioma ERSR ind	USP1 inh	RXFP1 agonist	LDHA inh	IDH1 R132H inh	PI4K2A block
CCCCCc1nc2c(c(=O)c3ccccc3n2C)c(=O)n1Cc1ccc(OC)cc1	3%	-2%	1%	-2%	-7%	?	-1	1%	-1
CC(C)CCN(Cc1ccco1)C(=O)Cn1ncc2c([nH]c3ccccc32)c1=O	-2%	-3%	-16%	-2%	-22%[11.4 µM]	0.7%	-3	5%	-2
CCOC(=O)c1ccc(N2C(=O)c3n[nH]c(C)c3C2c2ccc(OC)cc2)cc1 (stereo not drawn)	-7%	2%	2%	1%	-17%	-0.3%	-5	-6%	1
C=CCN1C=C2C(=O)C(C)(OC(=O)CCc3ccccc3)C(=O)C=C2C=C1c1ccc(C#N)cc1 (stereo not drawn)	-4%[57.1 µM]	-5%	3%	-4%	?	-0.5%	14	19%	-13
CCn1cc(/C=N\NC(=O)c2ccc(F)cc2)cn1	5%[57.1 µM]	2%	-24%	1%	-10%	0.1%	0	4%	0
COC(=O)c1cc(-c2ccc(OC)c(OC)c2)on1	8%[0.457 µM]	6%	3%	?	-15%	9.0%	-3	4%	9
CCOc1cc(CN2CCN(C(=O)CC(C)C)CC2)ccc1OC	7%[57.1 µM]	0%	-11%	-4%	-6%	0.2%	?	2%	14
CN(C)C(=O)C[n+]1ccc(C(N)=O)cc1	-12%	-1%	14%	-1%	-1%	2.5%	-8	4%	2
CCOC(=O)C1CCN(C(=O)Cn2nc(CC)n3cccc3c2=O)CC1	-14%	-1%	0%	2%	-29%	?	-5	-5%	-2
O=C(NCCc1ccccn1)c1ccc2nc(Cc3ccccc3F)oc2c1	0%	3%	3%	0%	-16%	-1.0%	-1	10%	-7
CC(NC(=O)c1cccc(OC2CCN(C3CCN(C)CC3)CC2)c1)c1ccccc1 (stereo not drawn)	-10%	2%	-3%	-3%	1%	4.8%	-9	12%	2
O=C(COC(=O)COc1ccc2c(c1)CCC2)Nc1ccccc1	-2%	-9%	1%	3%	-24%	0.6%	-3	2%	7
COc1ccc(CCC(=O)Nc2nc3ccccc3[nH]2)cc1OC	2%	1%	1%	-4%	-12%	3.5%	-3	2%	2
Cc1ccc(S(=O)(=O)N2[C@@H](c3ccc(C(C)(C)C)cc3)C(C(=O)O)=CC[C@H]2c2ccc(Cl)c(Cl)c2)cc1	-2%	1%	4%	-1%	-9%	.	-10	-7%	6
O=C1CCC2(CCCCC2)N1	10%	4%	5%	2%	-5%	.	0	5%	0
Cc1ccc(NC(=O)c2cccnc2)cc1S(=O)(=O)N(C)C	5%[57.1 µM]	1%	12%	0%	-26%	-0.8%	-2	15%	5
Cc1ccc(S(=O)(=O)CCC(=O)Nc2ccc(Br)cc2C)cc1	-2%	3%	8%	-5%	-32%	-1.9%	-15	-11%	0
O=C(O)c1cocc1C(=O)O	.	0%	0%	-6%	?	.	-10	-15%	1
COCCNc1nc(-c2ccccc2CO)c2sc(-c3ccccc3)cc2n1	.	?	.	-2%	.	.	-2	.	-7
Cn1c(=O)cc(SCC(=O)N2CCCC2)c2ccc(Cl)cc21	-1%	-3%	.	2%	-11%	7.3%	-13	16%	4
CN1CCC(N(C)C(=S)NC(=O)c2cc(-c3cccc(Br)c3)nc3ccccc23)CC1	6%[57.1 µM]	0%	-1%	-4%	-9%	-2.2%	-11	-2%	3
COc1ccc(Cc2nnc(NS(=O)(=O)c3ccc(Cl)cc3)s2)cc1OC	0%	-13%	1%	-2%	-11%	-3.2%	-1	-5%	7
CCCNC(=O)CSc1n[nH]c(=O)n1CCc1ccccc1	5%	-8%	12%	-1%	-15%	-3.1%	-9	1%	-3
CCOC(=O)C1=C(COC(=O)/C=C/c2cc(Br)ccc2F)NC(=O)NC1C (stereo not drawn)	-10%	-1%	-13%	-3%	-17%	2.6%	0	6%	1
CCCCN(C)C(=O)CCC(=O)NNc1nc2ccccc2c2nc(C)nn12	7%&-10%	2%&-5%	1%&5%	-2%&-8%	-1%&-2%	5.1%&2.7%	-6&1	5%&0%	0&4

Next part; the last 2 above are carried over.
SMILES	TrxR1 substrate	Vif-A3G inh	Vif-APOBEC3F blk	Glioma ERSR ind	USP1 inh	RXFP1 agonist	LDHA inh	IDH1 R132H inh	PI4K2A block
CCOC(=O)C1=C(COC(=O)/C=C/c2cc(Br)ccc2F)NC(=O)NC1C (stereo not drawn)	-10%	-1%	-13%	-3%	-17%	2.6%	0	6%	1
CCCCN(C)C(=O)CCC(=O)NNc1nc2ccccc2c2nc(C)nn12	7%&-10%	2%&-5%	1%&5%	-2%&-8%	-1%&-2%	5.1%&2.7%	-6&1	5%&0%	0&4
S=C(NCc1ccc(Cl)cc1)NCc1ccccn1	1%	3%	-8%	-1%	-10%	0.6%	-9	5%	-7
O=C(NC(=S)Nc1ccccc1N1CCCC1)c1ccc([N+](=O)[O-])cc1	-11%[57.1 µM]	1%	-6%	-1%	-26%	0.9%	-1	4%	-5
Cc1nc([N+](=O)[O-])c(Sc2nc3ccc([N+](=O)[O-])cc3[nH]2)n1Cc1ccccc1	-13%	?	?	-13%	-21%	1.5%	-3	3%	4
Cc1ccc(-n2cc(C(=O)c3ccccc3O)cn2)cc1	9%	-2%	4%	-11%	-22%	0.2%	-3	1%	-11
COc1ccc(S(=O)(=O)N2CCCC2C(=O)Nc2ccc(C(C)=O)cc2)cc1 (stereo not drawn)	8%[57.1 µM]	-5%	-3%	-3%	-11%	2.0%	-4	-5%	-2
CCNCc1cc(Br)c(OCC(=O)Nc2ccccc2)c(OC)c1	-3%	1%	-1%	-5%	-22%	0.9%	0	3%	9
NNC(=O)c1cc2ccccc2cc1O	13%[0.457 µM]	3%	-8%	-12%	-7%	1.2%	16	10%	2
CC1(C)CC(=O)C(C=NCCN2CCN(C3CC(=O)N(c4ccc(Br)cc4)C3=O)CC2)=C(O)C1 (stereo not drawn)	4%[57.1 µM]	5%	-28%	-2%	?	-0.6%	-3	27%	3
COc1ccc(NC(=O)CCCc2ccccc2)cc1OC	-3%	0%	1%	6%	3%	-3.6%	0	12%	-1
CCOC(=O)CSc1nc2c(c(=O)n1-c1ccc(OC)cc1)SCC2	2%[57.1 µM]	1%	1%	-2%	-8%	0.1%	1	6%	1
CC1Cc2ccccc2N1S(=O)(=O)c1cccc(C(=O)NNC(=O)c2ccccc2F)c1 (stereo not drawn)	-2%	-15%	-15%	2%	-22%	0.4%	-2	-11%	5
Cc1nc(-c2ccccc2)nc2[nH]c(-c3ccccc3)cc(=O)c12	2%[57.1 µM]	-7%	-6%	-3%	1%	?	-7	-7%	2
O=C(CNS(=O)(=O)c1ccc(F)c(Cl)c1)N1CCCC1	-16%	5%	5%	-5%	-8%	3.2%	-9	-1%	0
Cc1ccc(C)c(C(=O)C(C)Sc2nc3nn(-c4ccccc4)c(=O)c-3c3n2CCCCC3)c1 (stereo not drawn)	-2%	4%	1%	-2%	-28%	1.6%	-3	3%	-3
S=C(c1ccc2c(c1)OCO2)N1CCOCC1	6%	0%	-5%	-1%	-11%	6.1%	-1	19%	1
O=C(NCCSc1c(-c2ccccc2)[nH]c2ccccc12)c1ccc(S(=O)(=O)N2CCOCC2)cc1	9%[2.29 µM]	1%	0%	-2%	-22%	-0.3%	-4	-12%	0
COc1ccc(-c2cnnn2-c2ccc(NC(=O)c3ccc(S(=O)(=O)N4CCCCC4)cc3)cc2)cc1	3%	-1%	4%	-3%	-19%	1.3%	-7	-2%	-2
CCN(CC)c1ccc(C2=NNC(=O)CC2C)cc1[N+](=O)[O-] (stereo not drawn)	-5%	-8%	0%	-2%	-9%	16%	-5	1%	6
COCCn1c(SCC(=O)NC2(C#N)CCCCC2)nc2ccccc2c1=O	9%	7%	-11%	-4%	-10%	-1.7%	2	11%	-2
COc1ccc(NS(=O)(=O)c2cc(NC(=O)C3CCCO3)ccc2N2CCCC2)cc1 (stereo not drawn)	0%	6%	-42%	-2%	-25%	0.5%	-7	4%	0
CCN(CC)CC(=O)N1c2ccccc2Sc2ccccc21	0%	0%	?	-4%	1%	-2.1%	-2	-1%	2

Retrieved by structure from above:
SMILES	TrxR1 substrate	Vif-A3G inh	Vif-APOBEC3F blk	Glioma ERSR ind	USP1 inh	RXFP1 agonist	LDHA inh	IDH1 R132H inh	PI4K2A block
CCOC(=O)CSc1nc2c(c(=O)n1-c1ccc(OC)cc1)SCC2	2%[57.1 µM]	1%	1%	-2%	-8%	0.1%	1	6%	1
Cc1ccc(C)c(C(=O)C(C)Sc2nc3nn(-c4ccccc4)c(=O)c-3c3n2CCCCC3)c1 (stereo not drawn)	-2%	4%	1%	-2%	-28%	1.6%	-3	3%	-3
COc1ccc(NS(=O)(=O)c2cc(NC(=O)C3CCCO3)ccc2N2CCCC2)cc1 (stereo not drawn)	0%	6%	-42%	-2%	-25%	0.5%	-7	4%	0
COc1ccc(-c2cnnn2-c2ccc(NC(=O)c3ccc(S(=O)(=O)N4CCCCC4)cc3)cc2)cc1	3%	-1%	4%	-3%	-19%	1.3%	-7	-2%	-2
